RTF Ca sens act: increases calcium sensitivity of human cardiac regulated thin filaments | 340,000 compounds, 0.24% hits | P19429+P45379 | activation, % at 7.2 µM | IANBD-labeled TnC RTF fluorescence at EC20 calcium; 0% EC20 calcium, 100% full calcium;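 active means activation above the mean over all tested compounds plus 3 SD, cut at about 30% in these data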;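 further: rise in fluorescence read as greater calcium sensitivity of cardiac thin filaments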
Cardiac RTF inh: cardiac RTF calcium desensitization; IANBD-labeled cardiac RTF, Ca2+ fluorescence; inhibition, % at 7.15 µM; 340,000 compounds, 0.12% hits; AID 493244;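 active means inhibition above the mean inhibition of all tested compounds plus 3 SD, cut at about 17% in these data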;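 further: assay run at fixed EC70 calcium of 1.6 mM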
CDK5 p35 inh: inhibitors of human CDK5/p35 kinase; inhibition, % at 10 µM; Recombinant CDK5/p35, ADP-Glo luminescence, 60 min; 330,000 compounds, 0.01% hits; Q00535+Q15078;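 active means highest replicate inhibition of at least 50% and at least 75% of replicates reaching 50%; inconclusive means only one of the two criteria met; inactive means both criteria failed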;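 further: plate controls were DMSO neutral control for no effect and GW8510 at 10 µM for full effect; many of its hits are not listed in these tables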
Rtt109 Vps75: C. albicans Rtt109 histone acetyltransferase inhibition; inhibition, % at 34.9 µM; 330,000 compounds, 0.16% hits; AID 540336; Q5AAJ8; purified Rtt109/Vps75, ThioGlo CoA-SH fluorescence, 4 h;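 active means inhibition of at least 50% in every replicate; inconclusive means best replicate reaches 50% inhibition but some replicates fall short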
Target sequence (Q5AAJ8 whole entry, looked up): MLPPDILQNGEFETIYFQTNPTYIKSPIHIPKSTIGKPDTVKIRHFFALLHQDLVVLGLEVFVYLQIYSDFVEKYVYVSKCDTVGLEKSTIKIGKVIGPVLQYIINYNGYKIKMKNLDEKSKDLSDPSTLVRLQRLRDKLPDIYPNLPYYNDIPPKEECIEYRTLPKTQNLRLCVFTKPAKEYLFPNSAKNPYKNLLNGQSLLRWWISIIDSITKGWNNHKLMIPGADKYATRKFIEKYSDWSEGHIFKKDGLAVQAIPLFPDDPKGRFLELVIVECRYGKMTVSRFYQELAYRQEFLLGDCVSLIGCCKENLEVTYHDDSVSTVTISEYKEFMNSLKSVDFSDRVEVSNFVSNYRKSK
dFosB activator: mouse delta FosB homodimer activation. P13346. purified delta FosB, TAMRA-CDK5 oligo fluorescence polarization; percent of positive-control signal above neutral wells. activation, % at 25 µM. 340,000 compounds, 0.99% hits. AID 493131;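 active means mean activation above about 17%, with every replicate also reaching it, limit read from the data, passing the limit was not always enough; inconclusive means only one of the two conditions met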;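 further: fluorescence polarization rise as delta FosB binds a TAMRA Cdk5 AP-1 oligo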
Target sequence (P13346 whole entry, looked up): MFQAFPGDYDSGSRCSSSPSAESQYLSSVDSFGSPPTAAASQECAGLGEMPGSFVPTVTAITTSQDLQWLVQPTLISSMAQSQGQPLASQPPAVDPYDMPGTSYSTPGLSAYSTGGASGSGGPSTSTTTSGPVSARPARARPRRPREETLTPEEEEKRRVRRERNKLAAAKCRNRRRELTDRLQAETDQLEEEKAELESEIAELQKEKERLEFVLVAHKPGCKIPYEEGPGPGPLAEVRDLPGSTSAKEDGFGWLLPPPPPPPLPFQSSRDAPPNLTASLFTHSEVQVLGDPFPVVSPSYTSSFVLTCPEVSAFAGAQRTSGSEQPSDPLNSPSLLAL
SUMO Mot1 rescue: inhibitors of SUMOylation pathway: yeast Mot1-301 growth rescue. 320,000 compounds, 1% hits. S. cerevisiae Mot1-301 growth rescue, ATP luminescence, 38.5C; percent above DMSO median, 100 means doubled. AID 2716. growth rescue, % at 18.8 µM;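 active means every valid replicate shows activation above 250% relative to neutral control wells; inactive means the rest, any valid replicate at or below 250%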;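 further: OY570 slx delta 5 strain wells were the positive control but not used for scaling; some compounds called inactive have numbers as strong as hits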
Keap1 Nrf2 FP: disrupts human Keap1 binding to Nrf2 peptide. inhibition, % at 9.4 µM. Keap1 Kelch-Nrf2 peptide fluorescence polarization, 1536-well. 340,000 compounds, 0.15% hits; in the data active means inhibition above about 12%; inconclusive means no clear call, values can overlap the other calls; inactive means below about 7.3%;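 further: human Keap1 Kelch domain with fluorescein labeled Nrf2 9mer peptide probe; 0% = neutral control wells and 100% = peptide positive control; higher means more block of Keap1 binding to Nrf2 peptide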
PfHsp90 set2: inhibits growth of yeast expressing Plasmodium falciparum Hsp90; S. cerevisiae expressing PfHsp90, BacTiter-Glo ATP, 48 h; yeast lacking PDR1 and PDR3 efflux regulators; inhibition, % at 9.4 µM; 310,000 compounds, 0.32% hits;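 active means every replicate shows inhibition above about 80%, whatever the replicate mean, limit read from the data; inconclusive means mean inhibition reaches the set limit but some replicate falls short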;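 further: 0% = DMSO neutral controls and 100% = 20 µM radicicol positive controls; yeast relying on Plasmodium falciparum Hsp90 in place of its own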
PvdQ inh: blocks Pseudomonas aeruginosa PvdQ acylase activity; inhibition, % at 10 µM; purified PvdQ acylase, fluorescence plate reader; 340,000 compounds, 0.063% hits; AID 488965; in the data active means inhibition above about 30%, passing the limit was not always enough; inconclusive means no clear call, values can overlap the other calls;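 further: 0% = vehicle neutral wells and 100% = reference inhibitor wells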
NSD2 HMT inh: blocks human histone methyltransferase NSD2; O96028; inhibition, % at 12.5 µM; NSD2 peptide methylation, AlphaScreen, 120 min; 310,000 compounds, 0.54% hits; in the data active means inhibition above about 50%
C-LANA FP: KSHV C-LANA DNA binding inhibition; MBP-C-LANA/FAM-LBS DNA binding, fluorescence polarization; inhibition, % at 9 µM; 340,000 compounds, 0.078% hits; AID 504423;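 active means highest replicate inhibition at or above 60% at 9 µM, even if other replicates fall short; inactive means all replicates below 60% inhibition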;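 further: 0% = neutral control wells and 100% = 4 µM acridine orange control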
Active calls of the source: *; ? = inconclusive; . = not tested or not shown.

Molecule	PvdQ inh	Cardiac RTF inh	NSD2 HMT inh	PfHsp90 set2	dFosB activator	SUMO Mot1 rescue	CDK5 p35 inh	C-LANA FP	Keap1 Nrf2 FP	RTF Ca sens act	Rtt109 Vps75
COc1ccc(CCC2(C)OCC(CCCCO)O2)cc1 (centres undefined)	7	2	-2	.	-10	.	-1.0	-0.2	-1	-6	-12
O=C(Nc1ncnc2sc3c(c12)CCCCC3)c1ccco1	-12	2	.	0	1	.	2.0	-0.7	2	2	-5
Cc1ccc(Nc2ccc(N)cc2S(=O)(=O)O)cc1	-6	5	15	-5	-6	-4	.	30	-8	4	?
O=C(O)CNC(=O)CCCn1nnc2ccccc2c1=O	-13	-4	-3	6	-2	-11	-2.6	-0.8	-4	1	-11
CCCn1c(=O)c2ccccc2n2c(SCCNCCO)nnc12	1	0	2	9	5	-11	-0.1	-0.2	-16	-2	1
CCOc1cc(C)c(C(C)C)cc1S(=O)(=O)n1ccc(C)n1	-5	2	-4	-20	-1	-5	4.0	-1.1	-5	0	0
c1ccc(-n2nnnc2NCCCN2CCOCC2)cc1	-24	-2	-3	1	3	-7	-0.6	9.7	-1	-6	6
CC(C)(C)C(=O)Nc1ccc(C(=O)NNC(=O)Cc2ccccc2)cc1	-2	-24	-3	12	-9	12	-1.1	-1.1	0	0	-4
COc1ccc(C(=O)NCc2ccc(C(=O)NCC(OC)OC)cc2)cc1OC	-28	-4	-1	.	-7	2	0.6	-0.3	2	5	3
CN1CCN(C(=O)NCC23CC4CC(CC(C4)C2)C3)CC1	-17	-7	9	11	-5	-8	-2.3	-0.5	-1	3	14
CCOc1ccc(CCNC(=O)C2CCCN(c3nn4c(=O)cc(C)nc4s3)C2)cc1 (centres undefined)	19	-1	-5	8	5	-18	2.4	-1.9	-1	-9	9
COc1cc(SC)ccc1C(=O)NCCOc1ccc(Cl)cc1	-14	0	-1	-8	-2	-1	1.6	-1.5	-3	3	-6
Cn1c(-c2ccccc2O)cc2ccccc21	-4	0	2	22	-7	-3	0.1	2.1	2	-6	7
Cc1ccccc1-c1ccc(CN2CCN(C)C(CCO)C2)cc1 (centres undefined)	-15	-4	4	-14	0	-3	-0.7	-2.1	-3	1	0
COc1cc(NC(=O)CSc2nc3c(c(=O)[nH]2)CCCC3)cc(OC)c1OC	-7	-11	-6	-15	2	11	-1.8	1.5	-5	5	-12
COc1cc(OC)c(C(=O)OCC(=O)NCC2CCCCC2)cc1OC	-5	16	.	-29	-3	.	-0.3	-1.4	-1	0	-2
O=C(CCc1ccccc1)NNC(=O)Cc1ccccc1	-8	-4	4	30	3	5	1.8	0.6	-1	0	2
O=C(O)c1ccc(COc2ccccc2/C=C2\NC(=O)N(Cc3ccccc3)C2=O)cc1	5	-6	0	17	-2	6	-1.2	1.5	0	2	-1
CCS(=O)(=O)NCCCCc1ccccc1	-4	-2	.	-16	4	137	-1.6	-1.1	-4	3	-5
Cc1ccc2[nH]c(=O)c(CN(Cc3ccc4c(c3)OCO4)Cc3nnnn3C3CCCC3)cc2c1	5	-2	0	-23	-14	-3	2.5	0.1	-2	7	-13
COc1ccc(NC(=O)Cn2c(=O)n(CC3CCCO3)c(=O)c3cc(OC)c(OC)cc32)c(OC)c1 (centres undefined)	-4	-1	.	7	-6	-14	0.2	-0.7	-7	10	1
Cc1cc(C(=O)Nc2cccnc2)no1	-2	3	-5	-7	0	-3	0.2	0.9	0	4	2
CC(C)C(=O)N(c1ccc(F)cc1)C1C=CS(=O)(=O)C1 (centres undefined)	-15	-4	.	-7	-6	398	3.5	0.5	1	-1	-2
COc1ccc(/C(C)=N/NC(=O)c2ccccc2N)cc1	-5	3	-4	29	-10	29	1.0	-1.3	3	0	13
COc1ccc(/C(O)=C2/C(=O)C(=O)N(c3ccccn3)C2c2ccc(C(C)C)cc2)cc1 (centres undefined)	-3	-1	18	5	-3	.	-0.5	0.8	-1	4	.
CNc1nc(SC)nc(N2CCOCC2)n1	-7	-7	-5	18	2	-3	-0.3	-0.4	-2	4	-12
Cc1cc(C)cc(NC(=O)Cc2ccc(NC3=NC4CS(=O)(=O)CC4S3)cc2)c1 (centres undefined)	5	-2	.	-16	7	-9	-2.5	-0.5	3	-4	3
CCOC(=O)c1c(NC(=O)CCCN2CCOCC2)sc2c1CC(C)(C)OC2	1	5	8	-4	-6	60	-0.5	-0.1	0	-2	-11
O=C(Nc1ccc(O)c2c(=O)cc(-c3ccccc3Cl)oc12)c1cccs1	-18	-6	.	5	-10	0	1.0	-4.2	-3	-2	-9
COc1ccc(-c2csc(NC(=O)CSc3nc4ccccc4c(=O)[nH]3)n2)cc1	-10	-12	0	-1	13	126	-0.3	-0.9	-5	8	-3
Cc1sc2ncnc(N3CCC(C(=O)Nc4ccc(Cl)c(Cl)c4)CC3)c2c1C	-6	-3	-2	-20	0	4	-0.8	0.0	-6	-5	-2
O=C(CN1C(=O)c2cccnc2Oc2ccc(Cl)cc21)N1CCCCCC1	-14	-6	1	-19	-9	-19	-0.1	0.3	-8	0	-1
COc1ccccc1CNC(=O)c1ccc2ccccc2n1	-6	-5	-4	-21	-3	14	-1.2	-0.4	3	-2	4
CCOC(=O)c1sc(NC(=O)c2ccc(Br)o2)cc1C	4	-10	-1	17	-1	39	-1.5	1.0	3	0	-1
COc1ccc2[nH]c(=O)c(CN(C(=O)c3ccccn3)C3CCCCC3)cc2c1	-10	-9	-1	-12	-16	0	0.2	-2.4	-2	-5	-4
Cn1c(CC(=O)Nc2ccccc2F)nnc1SCC(=O)NC1=NCCS1	2	-4	-6	-6	-8	1	1.0	0.7	-5	-7	-2
CN(Cc1ccccc1)c1ncnc(N)c1[N+](=O)[O-]	17	-6	2	22	1	19	1.9	-0.4	-5	6	.
O=C1CC(O)(c2ccccc2)C(c2ccccc2)=C1c1ccccc1 (centres undefined)	-8	2	-7	7	-5	-16	0.3	1.3	2	-4	2
COc1ccc(NS(=O)(=O)CC23CCC(CC2=O)C3(C)C)cc1 (centres undefined)	-7	-9	0	11	-3	-3	-1.3	-0.4	6	-1	4
CC(C)CNC(=O)COC(=O)Cc1ccc(Cl)cc1	-18	-11	-1	1	1	64	-0.4	0.1	1	1	3
CCN(CCn1cccn1)Cc1c(C(=O)N2C[C@@H](C)O[C@@H](C)C2)nc2ccc(Cl)cn12	-6	4	8	-3	0	182	-1.0	-0.1	1	1	-15
CC1(C)C/C(=N\O)c2cc3c(nc2C1)CCCC3	1	-1	-2	.	0	24	-2.4	0.6	0	-2	-3
COc1ccc(NC2CC(=O)N(CCc3ccccc3)C2=O)cc1 (centres undefined)	-4	-7	2	17	3	-11	-0.1	1.2	-1	0	3
COc1cc(C2C(C(=O)c3ccc(C)o3)=C(O)C(=O)N2c2cc(C)on2)cc(OC)c1OC (centres undefined)	-10	-15	1	-20	-10	-3	1.9	1.2	-7	0	0
O=C(Cc1ccccc1)n1nc(-c2ccco2)nc1SCc1ccccc1	-4	-11	13	.	-8	19	-3.8	0.0	0	5	-12
Cc1cc(C)c(NC(=O)CCCN2CCOCC2)c(C)c1	-3	-2	29	-6	5	-4	-0.1	0.0	-1	2	-8
O=C(COc1ccc(C(=O)NCc2cccnc2)cc1)Nc1cccc(C(F)(F)F)c1	-8	-1	-1	.	-15	-18	-0.1	-1.4	2	8	7
COc1ccc(C2C(C#N)=C(C)NC(C)=C2C#N)c(OC)c1	-13	-2	-2	-7	5	4	-1.9	1.1	-3	11	1
O=C(COc1ccc(/C=N/NS(=O)(=O)c2ccccc2)cc1)Nc1ccccc1	1	-7	-2	-6	-8	-10	-0.8	-0.8	-1	-3	5
COc1ccc(N2CCN(S(=O)(=O)c3c(C)nc4sccn4c3=O)CC2)cc1	12	-6	.	6	-9	16	0.2	0.1	-5	4	2
COc1ccc(CCNC(=O)CN(c2cccc([N+](=O)[O-])c2)S(C)(=O)=O)cc1OC	-7	4	-1	1	2	-14	0.3	1.5	0	3	4
N/C(=N\OC(=O)c1cc([N+](=O)[O-])ccc1Cl)c1ccccn1	-8	4	-1	10	3	-7	-1.5	-1.1	0	1	-11
COc1cc(C(=O)Nc2nc3ccc(S(C)(=O)=O)cc3s2)cc(OC)c1C	-11	4	13	16	30*	6	-1.0	2.8	-4	8	8
O=C(Nc1ccc(F)cc1)c1ccc(C(=O)N2CCOCC2)cc1	-19	-8	.	8	4	20	0.7	0.9	-3	5	-5
CCOC(=O)c1[nH]c2ccccc2c1NC(=O)CC	10	-2	.	-10	-8	6	-0.7	0.8	2	7	-6
Cc1ccccc1C(=O)Oc1ccccc1C(=O)N1CCOCC1	-11	13	-3	-1	1	3	1.5	0.4	2	-2	-2
CCOC(=O)N1CCN(Cc2nc(Cc3cccc(F)c3)no2)CC1	-11	-4	-3	22	-3	-6	1.5	-0.2	-1	0	2

Screening results (PubChem)
